Hep lipid drop = inhibitors of hepatocyte lipid droplet formation, primary screen, imaging, high-throughput imaging, BODIPY stain | AML12 mouse hepatocytes, oleate lipid droplets | inhibition, % at 6.5 µM | hit rate 0.4% among 240,000 | AID 1656, 2009;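 active = lipid droplet intensity inhibited by at least 50%, with more than 500 cells counted; inconclusive = wells with under 300 cells, treated as cytotoxic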
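System: AML12 hepatocytes (mouse). Probe or stimulus: oleic acid at 100 µM to induce lipid droplet formation. Times: overnight treatment with compound plus oleate. Detection: Image-based BODIPY and DAPI two-channel analysis. Evaluation: percent inhibition of filter-corrected integrated lipid droplet intensity per well.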
LYP phosphatase = inhibitors of LYP phosphatase, biochemical, fluorescence intensity, uHTS (AID 1779); Tyrosine-protein phosphatase non-receptor type 22 (Homo sapiens); hit rate 0.054% among 290,000; inhibition, % at 11.5 µM, or IC50 in µM where a hit was titrated; recombinant LYP phosphatase, fluorescence intensity; higher % means a stronger effect; in the data active = inhibition above about 50%;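 note: plate controls were vehicle with enzyme for no effect and no enzyme for full effect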
SV40 large T antigen = SV40 large T antigen inhibitors, biochemical (AID 1903). SV40 large T antigen ATPase/helicase inhibition assay; higher % means a stronger effect. inhibition, % at 20 µM, or IC50 in µM where a hit was titrated. hit rate 0.39% among 310,000; in the data active = a potency from the dose series; inconclusive = inhibition mostly from about 32% at the one dose, without a potency; inactive = the rest, 99 in 100 with inhibition below about 32%; note: strong numbers were not always called active
Rac1 GTP hydrolysis = MgcRacGAP GTPase-activating activity inhibitors, confirmation, biochemical, ADP Hunter fluorescence; one-dose inhibition, % at 30 µM; IC50 in µM for titrated hits; MgcRacGAP-stimulated Rac1 GTP hydrolysis, ADP Hunter fluorescence; higher % means a stronger effect; GST-tagged Rac1 F28L mutant substrate; Rac GTPase-activating protein 1 (Homo sapiens); AID 624330, 2012; hit rate 0.6% among 340,000;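 active = first-screen hits whose inhibition reached a set limit at any dose in the follow-up dose series; inconclusive = inhibition above the set first-screen limit but never retested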;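 note: fluorescence reports GDP produced by GAP-driven GTP hydrolysis; strong numbers were not always called active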
GPR55 beta-arrestin = GPR55 agonists via beta-arrestin recruitment, primary screen, imaging, U2OS cells, beta-arrestin-GFP redistribution (AID 1961) | G-protein coupled receptor 55 (Homo sapiens) | U2OS GPR55 beta-arrestin-GFP redistribution imaging; higher % means a stronger effect | activation, % at 10 µM, or EC50 in µM where a hit was titrated | hit rate 0.048% among 290,000;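 active = activation above 40% with more than 50 cells counted in the well; inconclusive = wells holding fewer than 50 cells, flagged as toxic or sparse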;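 note: U2OS osteosarcoma cells stably expressing GPR55 and beta-arrestin-GFP; plate controls were DMSO negative control for no effect and LPI positive control for full effect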
GPR35 arrestin U2OS = GPR35 antagonists blocking zaprinast-driven arrestin recruitment, primary screen, imaging, U2OS, beta-arrestin-GFP, zaprinast agonist (AID 2058) | G-protein coupled receptor 35 (Homo sapiens) | U2OS GPR35 beta-arrestin-GFP translocation imaging, zaprinast antagonism; higher % means a stronger effect | one-dose inhibition, % at 10 µM; IC50 in µM for titrated hits | hit rate 0.052% among 290,000;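 active = inhibition of at least 50% with at least 30 cells and total cytoplasm GFP at most 10,000,000; inconclusive = under 30 cells or total GFP of 10,000,000 plus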
NTR1 agonist = agonists of NTR1, primary screen, imaging, U2OS cells, beta-arrestin-GFP, high content (AID 493036); Neurotensin receptor type 1 (Homo sapiens), P30989; NTR1-U2OS beta-arrestin-GFP spot imaging, agonist mode; activation, % at 20 µM; hit rate 0.17% among 330,000;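 active = activation at or above 40% of the spot to cytoplasm intensity ratio, with at least 20 cells analyzed; inconclusive = wells under 20 cells, flagged as cytotoxic or low count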;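 note: 0% = DMSO without peptide and 100% = 100 nM NTR1 peptide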
Target sequence (P30989 whole entry, looked up): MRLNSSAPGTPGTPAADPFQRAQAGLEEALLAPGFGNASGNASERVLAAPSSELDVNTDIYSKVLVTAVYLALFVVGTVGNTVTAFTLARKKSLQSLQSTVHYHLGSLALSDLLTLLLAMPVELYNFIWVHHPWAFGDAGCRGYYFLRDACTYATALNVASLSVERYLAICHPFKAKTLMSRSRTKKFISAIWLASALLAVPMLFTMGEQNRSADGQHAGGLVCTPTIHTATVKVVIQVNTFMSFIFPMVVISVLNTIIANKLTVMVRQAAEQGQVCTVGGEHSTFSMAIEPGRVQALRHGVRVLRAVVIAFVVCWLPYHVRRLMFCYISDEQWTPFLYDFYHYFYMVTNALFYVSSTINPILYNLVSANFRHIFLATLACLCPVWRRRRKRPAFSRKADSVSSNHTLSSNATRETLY
GPR55 antagonists = GPR55 antagonists blocking LPI-driven arrestin recruitment, primary screen, imaging, U2OS, beta-arrestin-GFP, LPI agonist (AID 2013) | G-protein coupled receptor 55 (Homo sapiens) | U2OS GPR55 beta-arrestin-GFP translocation imaging, LPI antagonism; higher % means a stronger effect | inhibition, % at 10 µM; hits with a dose series show IC50 in µM | hit rate 0.13% among 290,000;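 active = spots per cell inhibited over 60%, with over 100 cells counted and total cytoplasm intensity under 500,000; inconclusive = wells with under 100 cells, flagged as likely toxic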;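 note: U2OS cells stably carrying GPR55 and arrestin-GFP stimulated by 5 µM LPI near EC80; imaged beta-arrestin-GFP aggregate spots per cell after agonist stimulation; plate controls were LPI-stimulated DMSO wells for no effect and DMSO wells without LPI for full effect; some results filed as inactive read as strong as hits; confirmed hits need IC50 under 10 µM and bright autofluorescent wells are also inconclusive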
T cell HTS = modulators of CD8 T cell-vesicle binding, primary screen, mouse 2C CD8+ T cells, flow cytometry; 2C CD8+ T cell-vesicle binding; active compounds read low; AID 2052, 2009; calls only at 7 µM; hit rate 0.068% among 330,000;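 active = response, share of CD8 T cells binding vesicles, and their 90th percentile fluorescence all below set limits, cut at about 80% in these data, passing the limit was not always enough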
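System: murine 2C transgenic CD8+ T lymphocytes; also added: QL9-loaded Drosophila micro-vesicles; times: binding 1.5 h at 37 °C; measured by: flow cytometry, PE anti-B7-1 (FL2) versus Alexa647 anti-CD8 (FL8), PFA-fixed; control set: Peptide-free naked vesicles (low) and QL9 vesicles with 0.7% DMSO vehicle (high)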
Hep lipid drop cells 6.5 µM = second read-out of Hep lipid drop, no call of its own (marks repeat the call); cell count; measured here: cell count, cytotoxicity flag;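 cells counted across two imaged fields per well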
T cell HTS vesicle-bound % = also measured in T cell HTS; calls as there; double positive events, %; measured here: CD8+ vesicle-bound cell fraction;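 binding gate set so that unloaded-vesicle control wells show 10% double positive cells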
NTR1 agonist cell count 20 µM = second read-out of NTR1 agonist, no call of its own (marks repeat the call); cell count; measured here: cell count, cytotoxicity flag
* hit, by the source's call; i = inactive; u = inconclusive; x = not tested or not shown. An unsorted share of the library; overall some 1.8% were active at least once.

SMILES	Hep lipid drop	Hep lipid drop cells 6.5 µM	LYP phosphatase	SV40 large T antigen	Rac1 GTP hydrolysis	GPR55 beta-arrestin	GPR35 arrestin U2OS	NTR1 agonist	NTR1 agonist cell count 20 µM	GPR55 antagonists	T cell HTS	T cell HTS vesicle-bound %
OCc1ccccc1NC(=S)Nc1cccnc1	10.0	778	-7.2%	5.6%	6.7%	-0.1%	-7.4%	1.4	61	1.4%	i	8.3
COc1ccc(C(=O)NCC2OCCc3ccccc32)cc1 (stereo not given)	x	x	-5.4%	3.5%	4.7%	-0.1%	8.4%	2.0	69	12.4%	i	22.7
COc1ccc(CC(=O)NCCS(=O)(=O)N2CCN(c3ccccc3)CC2)cc1OC	x	x	x	9.2%	3.0%	x	x	2.2	51	x	i	35.8
CCC(=O)Nc1sc2c(c1C(=O)OC)CCN(Cc1ccccc1)C2	-0.4	732	-7.5%	2.5%	5.2%	0.0%	-3.7%	6.0	46	8.1%	i	18.8
O=C(NCc1cccc(Cl)c1)c1ccc2c(c1)SC1=NS(=O)(=O)CCN12	x	x	-2.1%	-4.0%	1.5%	0.5%	-2.6%	1.5	67	8.9%	i	56.1
O=C(O)c1ccc2c(c1)N(Cc1ccccc1)C(=O)c1ccccc1S2	-11.3	708	-4.1%	6.9%	3.4%	0.0%	0.3%	0.7	43	5.9%	i	25.3
CC(C)Cn1c(N)c(C(=O)NCCN2CCOCC2)c2nc3ccccc3nc21	20.6	668	-9.7%	-9.9%	4.7%	-0.1%	9.6%	3.9	60	-0.8%	i	21.6
Cc1ccc(CNC(=O)c2cc(-c3ccccc3)nn2CC2CC(c3cccnc3)=NO2)cc1 (stereo not given)	x	x	x	1.5%	4.0%	x	x	-4.4	54	x	i	4.7
CCc1ccc(-c2cc3c(=O)n(CC(=O)N4CCCCCC4)nc(C)n3n2)cc1	3.5	745	-3.2%	8.9%	-2.1%	-0.1%	30.7%	2.0	67	-4.7%	i	18.6
C=CC[n+]1c(C)csc1Nc1ccc(C(=O)O)cc1	2.3	700	-2.2%	13.8%	3.3%	-0.5%	-8.7%	0.7	71	2.7%	i	58.5
CCN(CC(=O)NC1CCS(=O)(=O)C1)C(=O)/C=C/c1cccs1 (stereo not given)	-11.1	743	0.2%	-4.5%	7.5%	0.5%	8.4%	-1.9	39	8.0%	i	25.2
COc1cc(/C=N/n2nnnc2N)cc(OC)c1OC	6.1	722	-4.7%	16.3%	14.4%	0.0%	3.2%	-0.5	63	12.2%	i	28.0
O=C(CSc1ncnc2scc(-c3ccccc3)c12)Nc1ccc(C(=O)O)cc1	-0.5	715	-8.2%	6.8%	10.4%	0.2%	6.2%	0.9	57	-3.4%	i	23.5
COc1ccccc1NC(=O)CSc1nnnn1-c1ccc(C)cc1	14.6	766	-0.1%	17.9%	1.6%	0.0%	4.1%	-0.2	78	10.9%	i	54.1
CC(=O)NS(=O)(=O)c1cccnc1Nc1ccc(Cl)cc1	10.0	730	-9.5%	2.8%	-3.7%	0.1%	-3.8%	0.7	55	8.0%	i	32.4
O=C1C2C3C=CC(C3)C2C(=O)N1c1n[nH]c(-c2cccnc2)n1 (stereo not given)	-13.3	699	-9.9%	1.6%	-1.6%	-0.1%	3.9%	-1.5	44	-5.7%	i	17.3
CCC(O)C1CCN(C(=O)c2cc(COc3ccc(F)cc3F)on2)CC1 (stereo not given)	-3.7	717	-4.6%	6.2%	11.0%	-0.2%	10.6%	-0.6	66	16.2%	i	12.1
COc1ccc(/C=N/NC(=O)c2ccc(NC(=O)c3cccc([N+](=O)[O-])c3)cc2)c(OC)c1	-4.8	690	-1.7%	21.0%	4.5%	0.0%	10.5%	-0.5	44	1.4%	i	51.0
O=C(Nc1ccc(CN2CCOCC2)cc1)c1ccccc1F	-21.5	739	-7.0%	-0.2%	7.2%	-0.3%	5.0%	-0.4	89	9.2%	i	54.7
COc1ccc(C(C)NC(=O)CC23CC4CC(CC(C4)C2)C3)cc1 (stereo not given)	-0.2	847	-13.2%	-8.6%	7.2%	0.6%	8.0%	1.7	54	-11.9%	i	12.7
COc1cccc(CNS(=O)(=O)c2c(C(=O)N3CCCCC3)c(C)n(C)c2C)c1	-14.5	722	-10.2%	5.8%	3.6%	-0.2%	5.7%	1.4	70	6.0%	i	10.2
CC(=O)N/N=C(\C)c1cccc(C(F)(F)F)c1	15.1	685	-7.7%	8.8%	-5.3%	0.6%	-12.7%	-1.0	59	-0.5%	i	38.8
Cc1cc(C)nc(SCc2nnc(SCC(=O)Nc3nc(-c4ccccc4)cs3)n2-c2ccccc2)n1	1.3	784	5.8%	2.8%	3.2%	-0.1%	-9.6%	2.3	64	56.8%	i	7.8
O=C(CN1CCN(Cc2ccccc2Cl)C1=O)NCc1ccccn1	-9.5	714	-3.8%	6.7%	-0.9%	0.2%	-18.7%	-1.5	74	8.6%	i	51.6
O=[N+]([O-])c1cccnc1Oc1ccc(F)cc1F	1.7	709	-6.5%	4.4%	-3.0%	0.3%	-12.9%	-0.3	54	3.0%	i	38.0
CCCCCN1N=C(C)CC1=O	5.3	708	-3.9%	16.5%	5.0%	0.0%	-12.6%	-0.7	54	10.2%	i	24.8
COc1ccc(/C(O)=C2\C(=O)C(=O)N(c3cc(C)on3)C2c2ccccc2OC)cc1 (stereo not given)	-6.5	484	-4.8%	1.4%	8.1%	-0.1%	24.6%	0.4	72	-6.3%	i	14.9
NC(=O)CC(NC(=O)c1ccccc1)c1ccc(N2CCCCCCC2)c([N+](=O)[O-])c1 (stereo not given)	-2.4	786	-9.6%	15.2%	2.2%	-0.2%	12.5%	-1.9	107	4.6%	i	51.6
COCCn1c(SCC(=O)N2CCC(C)CC2)nc2ccccc2c1=O	x	x	-10.5%	2.9%	2.9%	-0.3%	-14.4%	-0.5	56	12.6%	i	6.3
COC(=O)c1cccc(N(CC(=O)NC2CCCCC2)C(=O)CNC(=O)c2cccs2)c1	1.9	809	-9.9%	1.1%	3.7%	-0.2%	11.4%	-1.5	40	-8.7%	i	38.7
COc1cc(CN2CCN(Cc3ccco3)CC2)cc(OC)c1	-1.8	832	-4.3%	-14.4%	u	0.0%	-5.7%	-1.8	102	2.3%	i	55.0
Cn1cc([N+](=O)[O-])c(C(=O)n2cccn2)n1	20.8	788	-6.1%	6.3%	4.9%	0.5%	2.5%	-0.1	62	-1.9%	i	37.8
Cc1ccc(C(=O)Nc2ccccc2C(=O)N2CCCCCC2)cc1	-9.0	683	-4.3%	4.7%	-11.7%	0.6%	24.8%	2.2	41	4.2%	i	11.4
COc1ccc(/C=N/NC(=O)c2ccncc2)cc1Cn1nc([N+](=O)[O-])c(Br)c1C	4.7	665	-5.9%	9.0%	1.0%	0.0%	-1.6%	0.9	45	17.2%	i	41.9
O=C(Nc1cccc([N+](=O)[O-])c1)N1CCCCCC1	0.2	697	-6.1%	-0.3%	7.5%	0.4%	-4.6%	1.4	58	-12.8%	i	63.9
COc1ccc(C2c3ccc4ccccc4c3Oc3ncn(CCCO)c(=N)c32)cc1 (stereo not given)	6.7	629	-8.0%	7.6%	1.1%	-0.3%	-8.6%	0.4	40	63.6%	i	3.6
CC(C)C(NS(=O)(=O)c1ccccc1)C(=O)OCc1cc([N+](=O)[O-])cc2c1OCOC2 (stereo not given)	-60.4	536	-3.5%	9.7%	4.7%	-0.2%	-3.0%	x	x	-3.5%	i	35.7
NC(=O)CSc1nc2ccccc2c(=O)n1Cc1ccccc1	x	x	-6.1%	7.6%	8.3%	-0.1%	5.0%	1.3	54	-1.2%	i	64.5
COC(=O)NNC(=O)C(c1ccccc1)c1ccccc1	x	x	x	15.6%	-7.4%	x	x	0.4	75	x	i	39.7
CC(C)CN1CCC(=O)N([C@H](CSc2ccccc2)Cc2ccccc2)CC1	-36.5	780	-12.8%	7.8%	4.0%	0.0%	4.7%	-1.3	94	0.2%	i	20.7
Cc1c(Cl)cccc1NC(=O)NN1CCN(C)CC1	-0.8	838	-9.1%	13.8%	3.8%	-0.1%	3.2%	0.1	53	9.0%	i	56.2
COc1cccc(-n2nnnc2SCC(=O)Nc2ccc(NC(C)=O)cc2)c1	-5.0	819	-7.8%	5.5%	6.3%	-0.1%	2.3%	0.2	81	7.6%	i	47.1
CS(=O)(=O)N(CC(=O)Nc1cc(Cl)ccc1Cl)c1ccccc1	-16.5	748	-11.1%	5.8%	8.5%	-0.2%	8.3%	-1.3	45	11.8%	i	22.8
O=[N+]([O-])c1ccccc1N/N=C\c1ccccc1F	49.0	698	-3.0%	10.4%	16.2%	0.3%	12.4%	3.3	51	-5.8%	i	29.3
CCOc1ccccc1N(CC(=O)NCc1ccccc1)C(=O)CCC(=O)Nc1cc(C)ccn1	1.4	592	-4.2%	13.8%	2.0%	0.6%	7.9%	-0.4	58	6.4%	i	23.9
COc1ccc(-c2ccc(CO)o2)cc1N	-9.8	757	-2.8%	17.9%	25.0%	0.1%	4.5%	-1.3	26	-3.0%	i	40.3
CN1C(=O)Cc2cc(S(=O)(=O)NCCc3ccccc3)ccc21	-1.8	760	-9.3%	2.9%	-3.2%	0.2%	5.9%	0.5	49	-0.3%	i	8.8
